# Assay outcomes as filed in PubChem.
# CHOP inh: inhibitors of CHOP promoter induction, primary screen, cell-based, unfolded protein response, luciferase reporter. CHO-K1 CHOP-promoter luciferase, tunicamycin-induced, 15-18 h. inhibition, % at 10 µM. 220,000 compounds, 3.8% hits. AID 2732, 2010;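 active = compounds that reduced the stress-induced luciferase reporter signal by more than about 70% of percent inhibition, limit read from the data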;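 also: 0% = tunicamycin plus vehicle and 100% = wells without tunicamycin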
# EBV gp42 inh: Epstein-Barr virus gp42 inhibitors, primary screen, biochemical, uHTS, fluorescence polarization | Glycoprotein 42 (Epstein-Barr virus (strain AG876)), Q1HVG2 | Fluorescence polarization binding assay, mP read-out | inhibition, % (tested at 21.74 µM) | 220,000 compounds, 0.42% hits | AID 1085, 2008; in the data active = inhibition above about 50%
# Target sequence (Q1HVG2 whole entry, looked up): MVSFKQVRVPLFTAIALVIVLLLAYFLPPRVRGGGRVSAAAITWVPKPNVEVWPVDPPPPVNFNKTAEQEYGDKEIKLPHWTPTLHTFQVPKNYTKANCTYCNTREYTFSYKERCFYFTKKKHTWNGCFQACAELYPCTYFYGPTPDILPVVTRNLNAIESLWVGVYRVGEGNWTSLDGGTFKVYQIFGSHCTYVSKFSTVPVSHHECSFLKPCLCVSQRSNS
# NCF1 inh: p47phox/p22phox peptide binding inhibitors, primary screen, biochemical, uHTS, NADPH oxidase regulatory subunit. 220,000 compounds, 0.53% hits. fluorescence polarization, 2 h. inhibition, % at 24.7 µM. Neutrophil cytosol factor 1 (Homo sapiens), P14598. AID 1274, 2008;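 active = inhibition above about 30%, limit read from the data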;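 also: 0% = p47phox with labelled peptide and 100% = labelled peptide alone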
# Mdm2 ligase inh: MDM2-luciferase reporter signal enhancers, primary screen, MDM2 E3 ligase inhibitor project, cell-based, luminescence, 1536-well. E3 ubiquitin-protein ligase Mdm2 (Homo sapiens), Q00987. cell-based MDM2 ubiquitination luciferase reporter, 2 h; 0 = plate control, 100 = twice control, blank-subtracted. signal enhancement, % at 5 µM. 210,000 compounds, 0.11% hits. AID 1230, 2008;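 active = signal enhancement of 30% or more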;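 also: luminescence tracks abundance of the self-degrading MDM2-luciferase fusion protein; higher signal means inhibition of MDM2 E3 ligase activity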
#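 System: stable MDM2–luciferase fusion reporter cells / Input: 2000 cells seeded into each well / Schedule: 4 h settle plus 2 h compound, 37 °C / Compound: single-point 5 µM / Buffer or medium: cells held in DMEM / Benchmarks: control and blank well means / Evaluation: percent signal gain over controls, blank-subtracted / Measured by: luciferase luminescence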
# Runt-SMMHC FRET: inhibitors of RUNX1 Runt–CBFb-SMMHC binding, primary screen, biochemical, FRET, Cerulean-Runt, Venus-CBFb-SMMHC, uHTS; Runt-related transcription factor 1 (Homo sapiens) + Core-binding factor subunit beta …; Cerulean-Runt/Venus-CBFb-SMMHC FRET ratio 530/480, 1 h; inhibition, % at 20 µM; 220,000 compounds, 0.74% hits;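 active = mean inhibition across duplicate retests at 20 µM reaching about 50%, limit read from the data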;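 also: 0% = DMSO wells and 100% = wells with excess untagged CBFb-SMMHC; inhibitors lower the FRET ratio by blocking Runt binding to CBFb-SMMHC; some results filed as inactive read as strong as hits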
# zfTRPN1 agonist: zebrafish TRPN1 channel agonists, primary screen, cell-based, HEK293, calcium fluorescence; activation, % at 3 µM; 220,000 compounds, 0.18% hits; HEK293 zebrafish TRPN1-YFP, Fluo-8 calcium fluorescence; 100% = response to 87 µM carbachol; transient receptor potential cation channel N1 (TRPN1/NompC), Danio rerio;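 active = activation above its plate's cutoff, the mean activation of test wells on that plate plus 3 SD, cut at about 19% in these data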;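 also: 0% = DMSO alone and 100% = 87 µM carbachol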
#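 System: zebrafish TRPN1-YFP in HEK293 cells / Dosing: 3 µM single point / Timing: dye loading 1 h at 37 °C, then 30 min room temperature / Signal: Fluo-8 calcium fluorescence, excitation 470-495 nm, emission 515-575 nm / Read-out basis: percent activation from peak over basal fluorescence ratio, control-normalized / Control set: high carbachol 87 µM, low DMSO alone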
# TNF death inh: inhibitors of TNF-alpha triggered necroptosis, primary screen, cell-based, Jurkat FADD-/-, single concentration. Jurkat FADD-/- TNF necroptosis rescue, ATP luminescence, 24 h; 0 = TNF only, 100 = no-TNF cells. activation (protection from cell death), % at 10 µM. 220,000 compounds, 0.068% hits. AID 463075, 2010;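 active = activation, meaning protection from cell death, of at least 50% relative to plate controls; inactive = activation below 50%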;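 also: necroptosis triggered by 40 ng/mL TNF-alpha added together with compound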
# TRPML3 agonist: human TRPML3 channel agonists, primary screen, cell-based, HEK293 TRPML3-YFP, Fluo-8 calcium fluorescence, 3 µM. Mucolipin-3 (Homo sapiens), Q8TDD5. 100% = the carbachol control signal. AID 1448, 2008. 220,000 compounds, 0.29% hits. activation, % at 3 µM;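 active = activation above its plate's cutoff, the mean activation of the plate's test wells plus 3 SD, cut at about 12% in these data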;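 also: 0% = DMSO only wells and 100% = carbachol wells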
# Target sequence (Q8TDD5 whole entry, looked up): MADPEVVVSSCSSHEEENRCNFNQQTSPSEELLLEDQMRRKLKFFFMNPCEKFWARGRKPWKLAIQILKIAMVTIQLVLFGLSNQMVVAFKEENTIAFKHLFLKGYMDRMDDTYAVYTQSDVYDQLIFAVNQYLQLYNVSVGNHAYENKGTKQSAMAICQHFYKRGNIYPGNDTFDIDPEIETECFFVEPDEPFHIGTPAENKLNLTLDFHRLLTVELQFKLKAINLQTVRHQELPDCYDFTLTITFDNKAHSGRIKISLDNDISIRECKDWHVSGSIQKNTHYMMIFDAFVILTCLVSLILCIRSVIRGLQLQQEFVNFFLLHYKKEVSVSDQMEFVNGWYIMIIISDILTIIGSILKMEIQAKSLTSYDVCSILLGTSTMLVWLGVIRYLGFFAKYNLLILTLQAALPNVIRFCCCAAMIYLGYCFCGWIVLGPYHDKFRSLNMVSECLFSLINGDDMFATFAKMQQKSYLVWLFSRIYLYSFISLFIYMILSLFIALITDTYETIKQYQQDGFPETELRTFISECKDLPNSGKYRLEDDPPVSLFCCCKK
#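 Material: HEK293 cells stably carrying human TRPML3-YFP; compound dosing: single dose, 3 µM final nominal compound, 0.3% DMSO final; incubation: 1-h 37 °C dye load, 5-s basal, 120-s post-compound reads; technique: Fluo-8 intracellular calcium fluorescence, excitation 470-495 nm, emission 515-575 nm; read-out basis: percent activation from peak-to-basal fluorescence ratio, scaled between DMSO and carbachol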
# PPC-1+TRAIL kill: compounds killing PPC-1 cancer cells with TRAIL present, primary screen, TRAIL potentiator project, ATPLite luminescence, uHTS. cell killing (% activity), % at 4 µM. PPC-1 cells + TRAIL, ATPLite viability luminescence. 220,000 compounds, 0.41% hits;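 active = cell killing above 50% in the first pass at 4 µM, then a duplicate retest at 5 µM averaging 50% or more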;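 also: plate controls were cells with TRAIL plus DMSO for no effect and medium-only wells lacking cells for full effect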
# Numbers without * were called inactive; · = no result given; [ ] = another dose, or the depositor's remark.
molecule	CHOP inh	EBV gp42 inh	NCF1 inh	Mdm2 ligase inh	Runt-SMMHC FRET	zfTRPN1 agonist	TNF death inh	TRPML3 agonist	PPC-1+TRAIL kill
COc1ccc(C2N(Cc3ccccc3)CCN2Cc2ccccc2)cc1[N+](=O)[O-]	-8	8	-5	-90	-1	-0.4	-0.4	-0.3	16
Cn1nc(C(=O)OCC(=O)Nc2sccc2C(N)=O)c2ccccc2c1=O	15	3	-14	1	-1	11	-0.5	3.0	17
O=C(Nc1ccc2oc(-c3ccccc3)nc2c1)C1CCCO1 (centres undefined)	22	-15	-12	-13	-3	0.4	1.5	0.9	17
Cc1ccc(NC(=O)N2CCCCC2)cc1NC(=O)N1CCCCC1	-5	-10	-4	-8	0	-0.1	2.4	0.7	28
O=C(O)/C=C/C(=O)N1Cc2cc3ccccc3nc2C1	1	-9	-4	-13	0	0.3	-1.3	0.5	4
O=C1C2C(c3ccccc3)CC=CC2[C@H](c2cccc([N+](=O)[O-])c2)N1Cc1ccccc1 (some centres undefined)	10	-19	-4	8	4	·	3.5	·	-3
Cc1ccc(CNC(=O)C2=NNC(=O)CC2)cc1	-8	-11	-11	4	2	0.5	1.0	1.0	1
CN1C(=O)N(C)C2(c3ccccc3)Nn3c(s/c(=C/c4ccccc4)c3=O)=NC12c1ccccc1 (centres undefined)	5	5	-26	-4	-2	-0.6	3.1	0.0	4
O=C(CSc1nc2ccccc2[nH]1)Nc1cccc(S(=O)(=O)N2CCOCC2)c1	7	4	-6	-19	-1	3.7	2.5	1.2	3
O=C(O)CSc1nnc(COc2cccc3cccnc23)n1-c1ccc(Cl)cc1	4	3	-3	·	1	0.5	0.0	0.4	-3
CCN(CC)CCN1C(=O)C(=O)/C(=C(/O)c2c(C)[nH]c(C(=O)OC)c2C)C1c1ccccc1OC (centres undefined)	-23	-23	2	-36	-2	0.8	-1.0	-0.1	-5
Cc1ccc(C2N(C)c3ccccc3-c3nc4ccccc4n32)o1 (centres undefined)	38	6	2	-24	17	-1.0	-1.0	-0.9	32
O=C(Nc1ccccc1)N(Cc1ccc(Cl)cc1)CC(O)C(F)(F)F (centres undefined)	55	-7	6	-15	1	1.2	0.7	0.4	14
Fc1ccc2nc(Nc3nc4cc5c(cc4s3)OCO5)sc2c1	-30	-14	-44	2	10	0.3	0.6	0.8	11
CCN(CC)C(=O)CN(c1ccc(F)c(Cl)c1)S(C)(=O)=O	76*	-5	-18	-5	0	-0.4	7.7	-0.1	-1[5 µM]
CCCNC(=O)C/C(C)=N/NC(=O)C(=O)Nc1ccccn1	-15	-14	2	-8	1	1.1	-0.7	0.2	4
COc1ccc(Cl)cc1C(=O)Nn1c(C)nc2ccccc2c1=O	9	-10	-13	-16	5	-0.7	-0.1	-0.4	-17
CC(Oc1ccccc1)C(=O)N1CCN=C1SCc1ccccc1F (centres undefined)	18	-13	-12	6	-5	-0.4	1.4	-0.4	3
CCOc1cc(S(=O)(=O)N(CC)CC)ccc1Br	44	-3	-3	-14	0	-1.6	-2.0	2.4	6
COc1ccc(C2CC2C(=O)c2ccccn2)cc1 (centres undefined)	-5	9	-8	-2	1	-0.3	1.2	0.6	21
CCN(CC(=O)c1c(N)n(C)c(=O)n(C)c1=O)c1cccc2ccccc12	36	18	-6	-1	2	-0.7	-1.2	-1.0	24
Nc1c(C(=O)N2CCCC2)sc2nc(-c3ccccc3)ccc12	-9	0	6	-9	-54	-1.5	0.8	0.3	-2
O=C(CN1CCCCC1CO)c1ccc(OC(F)F)cc1 (centres undefined)	15	-11	-11	-5	2	0.9	2.0	0.9	20
CCCc1[nH]n(-c2nc3ccccc3s2)c(=O)c1C=NCC(C)C	-7	-17	-11	-7	-8	-0.6	1.8	0.3	9
Cc1ccc(C(C(=O)NC2CCCC2)N2CCc3ccccc32)cc1 (centres undefined)	79*	-1	-5	-7	1	0.5	0.1	-0.2	21
CCn1c(O)c(C2=NCCCC2)c2ccccc21	37	-11	-8	-11	1	0.8	-3.6	0.2	12
COc1ccc2cc(C(=O)OC(C)C)sc(=O)c2c1OC	3	-1	5	-14	-4	-1.3	-0.2	-0.6	32
CCC1(CC)Nc2ccccc2C(=O)N1c1ccc(OC)cc1	-9	-6	-8	-20	29	0.2	0.9	0.2	26
COc1cc2c(cc1Cl)/C(=C\CCN(C)C)c1ccccc1S2	23	-1	-22	-9	4	0.1	-1.4	2.5	15
COc1cc(-c2nnc(SCC(=O)OC3CCCCC3)o2)cc(OC)c1OC	51	-11	-9	-2	-1	0.5	0.3	-0.8	28
O=C1C(Cl)=C(N2CCCCC2)C(=O)C(Cl)=C1c1cnc(N2CCCCC2)s1	·	-21	10	72*	43	-0.9	-20	0.0	-7
COc1ccc(CNC(=O)c2c([S-])n(-c3ccc(C)cc3)c3cccc[n+]23)cc1	24	-9	-21	4	8	-0.5	-1.0	0.0	33
CCOC(=O)C1=C(C)NC2=C(C(=O)CCC2)C1c1cc(OC)ccc1OC (centres undefined)	20	-16	-6	-6	-1	-0.2	-0.2	-0.5	6
CCn1nnnc1SCC(=O)NCc1ccc2c(c1)OCO2	25	-7	-1	4	-3	-1.4	0.8	0.3	15
CC(C)(C)NC(=S)NCC1CC1	21	-10	7	-8	-5	0.8	2.0	0.8	-13
Cc1cccc(C(=O)NNC(=O)c2ccc(-c3ccccc3)cc2)c1	51	-1	4	-12	3	-0.1	-3.8	0.5	14
CC(=O)COc1ccc2c(-c3cccc([N+](=O)[O-])c3)cc(=O)oc2c1	6	-7	-12	-43	0	-1.2	-0.5	-0.2	18
O=[N+]([O-])c1cccc(-c2cn3nc(-c4ccccc4)c(-c4ccccc4)nc3n2)c1	0	72*	-17	-8	90	0.6	-0.6	1.1	11
O=c1[nH]n(-c2ccccc2)c(=O)c2ccccc12	-11	-16	-9	-15	2	4.3	-0.1	-0.2	6
CCCCC(CC)C(=O)Nc1cc([N+](=O)[O-])ccc1F (centres undefined)	-8	1	3	-16	-1	-3.9	0.1	-1.7	10
CC(C)CN1CCC(CNC(=O)CCc2nnc(Cc3c[nH]c4ccccc34)o2)CC1	19	-7	-4	3	-2	-0.6	1.3	0.2	4
O=C(CSc1nnc(SCc2ccc(F)cc2)s1)Nc1ccc(C(=O)O)cc1	-9	-6	-14	·	0	0.6	1.1	0.5	3
CC(C)NC(=O)Cn1cc(C(=O)C2CC2)c2ccccc21	-18	-18	-8	-8	-1	1.4	0.5	0.1	20
O=C(COC(=O)c1ccccc1OCc1ccc(Cl)cc1)NC1CC1	-18	7	7	-74	-5	-2.9	-0.4	-1.4	20
CN(Cc1nc(-c2cnccn2)no1)C1CC(C)(C)NC(C)(C)C1	12	-6	-4	0	-2	-0.5	0.3	0.7	-2
COc1cccc(C(=O)Nc2nnc(Cc3ccc(OC)c(OC)c3)s2)c1	-8	-9	-4	3	-3	-1.0	2.7	-0.2	3
NC(=O)Cn1cnc(-c2ccccc2)c1	-3	-3	1	0	5	-0.1	-0.2	0.8	4
Nn1c(SCC(=O)NC2CCCC2)nnc1-c1ccccc1F	3	-8	-11	-14	1	1.2	-0.7	0.6	2
O=C(Nc1ccccc1Cl)N1CCN(Cc2ccc3c(c2)OCO3)CC1	0	4	-6	-7	-3	0.4	2.5	0.8	·
Cc1c(C)[n+](=O)c2c(n1[O-])C(Br)CCC2Br (centres undefined)	-9	9	1	-11	1	0.1	2.3	-0.6	8
Cc1ccc([N+](=O)[O-])cc1NC(=O)CCSc1ccc(Cl)cc1	30	-15	-11	-12	-3	0.9	-1.3	-0.3	3
COC(=O)c1ccc(C)c(NC(=O)CCc2ccc(OC)c(OC)c2)c1	-14	-17	-8	-10	1	0.5	-0.5	1.1	23
COCCCNc1nc2c([nH]1)c(=O)[nH]c(=O)n2C	47	-2	-11	-7	3	-0.8	1.0	-0.3	13
FC(F)(F)c1ccccc1CN1CCN(C2CCCCCC2)CC1	-3	-11	-1	-6	0	-1.0	1.2	0.7	8
Cc1ccc2[nH]c(=O)c(CN(CCCN(C)C)C(=S)NCCc3ccccc3)cc2c1	16	-4	-13	4	3	3.2	0.2	0.7	11
COc1ccccc1NC(=O)CC(=O)CSc1nnc(-c2ccc(C)cc2)n1-c1ccccc1	40	-26	-47	-1	-3	-0.8	2.3	0.5	12
O=C(O)c1cccc(NC(=S)N/N=C/c2cccc(O)c2)c1	-1	-16	-2	-33	-2	-0.4	0.1	-0.3	-8
CCC(=O)OCn1nnc2ccccc2c1=O	32	-5	-21	-6	-5	-0.3	-0.7	1.0	4
Clc1nc(CN2CCCCC2)nc2sc3c(c12)CCCC3	5	-2	3	-7	0	2.1	-6.6	1.3	0
COCCn1c(C(C)C)nc2oc3ccccc3c(=O)c2c1=O	5	-1	-8	6	2	-0.3	-0.1	-0.2	-20
CN(Cc1nc(-c2cccc(Cl)c2)no1)C1CCOCC1	-14	-7	-5	-17	-6	2.5	0.8	0.7	12
O=C1CC(c2ccco2)CC(O)=C1C=NCCN1CCN(C(=O)Nc2ccc(Cl)cc2)CC1 (centres undefined)	16	-8	-14	10	3	-0.7	1.9	0.5	8
Nc1ccc(C(=O)OCC(=O)Nc2cc([N+](=O)[O-])ccc2F)cc1	-4	7	-3	1	-2	0.3	1.5	0.3	8

# Compounds as they come. Share with any hit: about 5.9%.
